Runt-SMMHC FRET = blocks binding of human RUNX1 Runt domain to CBFb-SMMHC; Q01196+Q13951; Cerulean-Runt/Venus-CBFb-SMMHC FRET ratio 530/480, 1 h; inhibition, % at 20 µM; hit rate 0.74% among 220,000; AID 1434;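 active = mean inhibition across duplicate retests at 20 µM reaching about 50%, limit read from the data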;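 also: 0% = DMSO wells and 100% = wells with excess untagged CBFb-SMMHC; inhibitors lower the FRET ratio by blocking Runt binding to CBFb-SMMHC; some results filed as inactive read as strong as hits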
Mdm2 ligase inh = Mdm2 E3 ligase (human) inhibition; cell-based MDM2 ubiquitination luciferase reporter, 2 h; 0 = plate control, 100 = twice control, blank-subtracted; hit rate 0.11% among 210,000; AID 1230; Q00987; signal enhancement, % at 5 µM;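 active = signal enhancement of 30% or more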;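 also: luminescence tracks abundance of the self-degrading MDM2-luciferase fusion protein; higher signal means inhibition of MDM2 E3 ligase activity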
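Assay system: mammalian cells stably expressing self-ubiquitinating, self-degrading MDM2 E3–luciferase fusion. Quantity: 2000 cells in each well. Medium: DMEM culture medium. Compound dosing: single-point 5 µM. Timing: cell settling 4 h, compound treatment 2 h, both 37 °C. Technique: luciferase luminescence. Read-out basis: percent signal gain over controls, blank-subtracted. Benchmarks: plate controls and plate blanks.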
EBV gp42 block = inhibitors of Epstein-Barr virus glycoprotein 42; Fluorescence polarization binding assay, mP read-out; inhibition, % (tested at 21.74 µM); hit rate 0.42% among 220,000; AID 1085; in the data active = inhibition above about 50%
Target sequence (Q1HVG2 whole entry, looked up): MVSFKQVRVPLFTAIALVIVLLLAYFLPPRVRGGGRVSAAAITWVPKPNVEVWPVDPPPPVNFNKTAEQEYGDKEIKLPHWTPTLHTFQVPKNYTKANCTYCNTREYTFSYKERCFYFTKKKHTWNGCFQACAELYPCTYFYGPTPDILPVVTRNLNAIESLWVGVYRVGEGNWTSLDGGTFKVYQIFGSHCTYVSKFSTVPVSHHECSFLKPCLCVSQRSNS
Runt-CBFb FRET = inhibitors of human RUNX1 Runt domain binding to CBFb. Q01196+Q13951. Cerulean-Runt/Venus-CBFb FRET ratio 530/480, 1 h. inhibition, % at 20 µM. hit rate 0.46% among 220,000. AID 1496;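 active = inhibition over about 50% at 20 µM in the single-dose screen, limit read from the data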;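 also: 0% = DMSO wells and 100% = excess unlabeled CBFb competitor control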
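Assay system: Cerulean-Runt domain fusion protein, energy donor; Signal: fluorescence energy transfer, 422 nm excitation, 530/480 nm emission; Timing: 1 h compound exposure, room temperature; Control set: unlabeled CBFb; Medium: Tris buffer pH 7.5 with salts and BSA; Compound: single test concentration of 20 µM, 1% DMSO final; Probe or stimulus: Venus-CBFb 100 nM.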
L929 necroptosis = L929 zVAD cell death inhibition. hit rate 0.38% among 220,000. viability rescue, % at 10 µM. L929 zVAD necroptosis rescue, ATP luminescence, 24 h; with zVAD 60 µM;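 active = activation, scaled between plate controls, above about 75%, limit read from the data; inactive = activation under that limit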;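 also: 0% = zVAD with DMSO and 100% = DMSO alone without zVAD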
TbHK1 inh = T. brucei hexokinase 1 inhibition | inhibition, % at 10 µM | hit rate 0.11% among 220,000 | recombinant TbHK1, G6PDH-coupled NADH A340 | AID 1430;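 active = inhibition of 50% or more in the single-dose primary screen; inactive = inhibition below 50%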
p47phox inh = p47phox (human) inhibition; P14598; p47phox/p22phox peptide binding, fluorescence polarization, 2 h; inhibition, % at 24.7 µM; hit rate 0.53% among 220,000;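 active = inhibition above about 30%, limit read from the data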;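 also: 0% = p47phox with labelled peptide and 100% = labelled peptide alone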
Target sequence (P14598 whole entry, looked up): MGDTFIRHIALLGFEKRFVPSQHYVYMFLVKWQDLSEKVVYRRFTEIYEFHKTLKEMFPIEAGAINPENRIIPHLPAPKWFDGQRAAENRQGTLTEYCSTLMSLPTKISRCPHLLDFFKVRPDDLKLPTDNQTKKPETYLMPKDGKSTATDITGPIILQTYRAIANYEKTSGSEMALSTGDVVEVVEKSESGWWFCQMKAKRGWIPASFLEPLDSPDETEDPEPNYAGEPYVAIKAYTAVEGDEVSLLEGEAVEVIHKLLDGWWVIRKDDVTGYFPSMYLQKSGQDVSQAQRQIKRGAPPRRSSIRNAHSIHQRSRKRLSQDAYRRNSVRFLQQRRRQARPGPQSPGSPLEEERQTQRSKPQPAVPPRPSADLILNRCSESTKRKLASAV
14-3-3 Bad PPI = disrupts binding of bovine 14-3-3 zeta to phospho-Bad peptide. hit rate 0.71% among 220,000. TR-FRET 14-3-3zeta/Dy647-pBad peptide displacement, 1 h. inhibition, % at 21.7 µM. P63103;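 active = inhibition above about 70%, limit read from the data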;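 also: 0% = full 14-3-3 plus peptide FRET controls and 100% = background without 14-3-3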
Target sequence (P63103 whole entry, looked up): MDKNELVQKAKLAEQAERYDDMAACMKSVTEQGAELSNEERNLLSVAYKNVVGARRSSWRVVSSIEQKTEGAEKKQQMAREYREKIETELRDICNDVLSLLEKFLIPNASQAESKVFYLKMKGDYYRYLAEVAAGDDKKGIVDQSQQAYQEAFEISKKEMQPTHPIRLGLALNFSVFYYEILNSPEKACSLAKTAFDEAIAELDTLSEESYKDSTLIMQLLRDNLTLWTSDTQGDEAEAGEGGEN
Hck-Nef inh = blocks Nef-activated human Hck kinase | P08631 | Recombinant Hck-YEEI plus Nef, Z-Lyte FRET kinase assay | inhibition, % at 20 µM | hit rate 0.68% among 220,000;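 active = Hck-Nef kinase inhibition above about 50%, limit read from the data; inactive = inhibition below that limit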;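 also: 0% = DMSO with Hck plus Nef and 100% = Hck alone without Nef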
The depositor's hits bear a star; nt = not tested or not shown; [ ] = dose if it differs, or a comment.

SMILES	Runt-SMMHC FRET	Mdm2 ligase inh	EBV gp42 block	Runt-CBFb FRET	L929 necroptosis	TbHK1 inh	p47phox inh	14-3-3 Bad PPI	Hck-Nef inh
CSc1nnc(-c2sccc2OCc2ccc(C)cc2)n1C	0.5	4.9	-15.2	-0.7	-0.3	0.6	-11.6	-3.0	1.6
COc1ccc(C(=O)NC(=S)Nc2ccc(NC(=O)c3ccco3)cc2)cc1[N+](=O)[O-]	-9.4	1.1	23.5	-6.4	1.6	-13.2	16.5	45.7	5.6
O=C(Nc1ccc(C(=O)N2CCCC2)cc1)c1ccccc1F	-0.2	-12.0	-15.2	2.0	-0.1	5.6	-7.5	-5.7	6.2
CN(Cc1ccccn1)Cc1cn(Cc2ccccc2)nc1-c1ccc2c(c1)OCO2	-4.3	2.1	-7.4	1.9	-0.6	0.8	4.3	-9.4	20.8
O=C(c1cc2n(n1)C(C(F)(F)F)CC(c1ccco1)N2)N1CCN(c2ccccn2)CC1 (stereo not given)	0.2	-16.7	-7.2	-3.2	4.1	-6.1	-1.9	-5.0	0.2
CCC(C)(C)NC(=O)CN(C(=O)CCC(=O)Nc1cc(C)ccn1)c1ccc2c(c1)OCCO2	-0.1	-6.0	-7.7	-1.6	1.8	-3.5	0.9	1.8	16.6
O=C(COC(=O)c1ccncc1)c1ccc(Br)cc1	-1.2	0.1	-20.8	2.7	15.8	2.1	-12.5	-5.1	17.9
CC(C)c1ccc(NCCC(=O)c2cccs2)cc1	1.6	-22.6	14.2	-2.8	0.5	-0.8	-1.6	-9.2	9.3
O=C(Nc1ccccc1)Nc1ccc(Br)cc1F	3.4	-11.7	-17.7	2.2	1.2	-4.2	-9.6	-0.9	0.2
COC(=O)c1cc(OC)c(OC)cc1NC(=S)Nc1cc(Cl)ccc1OC	3.1	-6.4	13.2	0.4	-0.1	-11.2	7.1	-2.6	0.0
O=C(NCCc1ccncc1)Nc1ccc(F)cc1	-2.3	-4.5	-7.1	1.0	-0.2	-2.9	-1.4	1.6	-1.2
CCN(c1ccccc1)S(=O)(=O)c1ccc(OCC(=O)Nc2cc(C)on2)cc1	2.9	-6.9	-2.5	0.5	0.1	3.3	-8.3	4.8	-0.2
CCOC(=O)C1=C(C)N=C2SC(C)C(=O)N2C1c1ccc(OC(C)=O)c(OCC)c1 (stereo not given)	3.8	-2.1	-1.7	-1.9	-0.6	-20.0	6.7	-5.0	-3.0
Cc1ccccc1-n1nnnc1SCC(N)=O	-12.6	6.9	-5.2	-1.8	0.3	-3.2	-2.4	7.6	-1.3
COc1ccc(OC)c(NC(=O)C2CCN(S(=O)(=O)c3cccs3)CC2)c1	-2.5	-2.0	-24.8	0.0	-0.5	-2.3	-10.2	13.2	0.1
O=C(CSc1nnnn1-c1ccc(Cl)cc1)NNC(=O)c1ccc([N+](=O)[O-])cc1	2.9	-6.5	-17.9	1.4	0.0	-5.0	-8.1	-4.4	5.2
COc1ccccc1N1CCN(C(=O)CSc2nc3ccccc3[nH]2)CC1	-1.6	-9.5	-19.2	1.3	-0.2	-3.5	-12.1	-12.4[fluorescence artefact?]	0.6
CCOC(=O)CSC1=C(C#N)C(c2ccc(OC)cc2)C2=C(CC(C)(C)CC2=O)N1 (stereo not given)	6.1	-8.1	3.2	11.7	1.1	-7.6	-0.6	1.1	-0.3
O=C(COC(=O)c1ccc2c(c1)OCO2)Nc1ncc(Cl)cc1Cl	-2.9	1.4	10.5	-2.0	0.8	-5.2	-5.8	-20.3	0.3
COc1cccc(Nc2nc(N)nc(C(F)(F)F)n2)c1	1.0	-10.1	-4.6	-2.5	0.1	-0.1	1.8	6.5	0.5

An excerpt of these results, as labelled records.
> COC(=O)c1cc(OC)c(OC)cc1NC(=S)Nc1cc(Cl)ccc1OC
  Runt-SMMHC FRET = 3.1
  Mdm2 ligase inh = -6.4
  EBV gp42 block = 13.2
  Runt-CBFb FRET = 0.4
  L929 necroptosis = -0.1
  TbHK1 inh = -11.2
  p47phox inh = 7.1
  14-3-3 Bad PPI = -2.6
  Hck-Nef inh = 0.0

> COc1cccc(Nc2nc(N)nc(C(F)(F)F)n2)c1
  Runt-SMMHC FRET = 1.0
  Mdm2 ligase inh = -10.1
  EBV gp42 block = -4.6
  Runt-CBFb FRET = -2.5
  L929 necroptosis = 0.1
  TbHK1 inh = -0.1
  p47phox inh = 1.8
  14-3-3 Bad PPI = 6.5
  Hck-Nef inh = 0.5

Other structures.
SMILES	Runt-SMMHC FRET	Mdm2 ligase inh	EBV gp42 block	Runt-CBFb FRET	L929 necroptosis	TbHK1 inh	p47phox inh	14-3-3 Bad PPI	Hck-Nef inh
CC(=O)N1CCN(c2ccc(NC(=O)c3ccc(C)cc3)cc2)CC1	-0.7	-4.6	2.5	0.2	0.3	-0.3	-12.7	-16.9	0.9
CN(C)CC1CCCCC1OC(=O)c1ccc(Br)cc1 (stereo not given)	-2.4	-4.9	-29.0	0.5	-0.7	4.8	-9.3	-8.8	23.5
CCOC1=C/C(=C/c2c(N)n3oc(C)cc3nc2=O)C=CC1=O	-10.3	nt	-49.1	-1.8	0.1	-1.0	-7.0	-7.9	3.9
O=C(O)Cc1ccc(-c2ccccc2)cc1	-0.2	nt	-13.7	-1.1	3.0	-2.3	-5.1	-6.6	-0.3
CCS(=O)(=O)N1N=C(c2cccs2)CC1c1cc2cc(C)ccc2nc1Cl (stereo not given)	-0.9	-0.6	-24.6	-2.5	-0.7	-10.3	-254.1	2.1	23.2
CC(C)(C)c1ccc(C(=O)O)c(C(=O)c2ccc(C(=O)O)cc2)c1	-1.3	-5.8	3.6	1.2	-0.2	-5.3	-12.7	-1.1	12.3
Cc1cc(N2CCOCC2)nc(NCc2ccccc2)n1	-3.6	-4.1	-15.3	-1.5	0.0	-1.1	-6.1	-1.3	-0.6
O=[N+]([O-])c1ccc(/C=N\N2CCN(c3ccc(Cl)cc3)CC2)cc1	-3.5	-10.5	-7.2	0.3	2.3	-15.6	-1.0	-1.5	0.7
COc1ccc(N(CC(=O)NCc2ccco2)S(C)(=O)=O)cc1	0.7	-11.9	-9.0	0.3	0.5	-0.8	1.2	-4.4	1.5
Cc1nc(CNS(=O)(=O)c2cccs2)cs1	0.2	-9.6	0.8	0.9	-1.7	-2.7	-5.7	-11.8	16.2
CCOC(=O)c1c(NC(=O)Cc2cccs2)sc2c1CCCC2	-1.6	-3.2	-1.7	-0.4	0.2	5.0	-9.0	1.9	-0.6
Cc1c(C(c2cccc([N+](=O)[O-])c2O)c2c(C)n(C)n(-c3ccccc3)c2=O)c(=O)n(-c2ccccc2)n1C	-5.5	-6.9	-26.8	-1.8	-0.4	-2.3	-80.4	58.9	-0.3
O=C(CCC(=O)N(CC(=O)NC1CCCCC1)c1ccc2c(c1)OCO2)Nc1ccccn1	1.6	-12.6	1.9	-2.2	0.5	8.1	-3.4	10.2[fluorescence artefact?]	1.2
COc1ccc(CNC(=O)C2CCCN2S(=O)(=O)c2ccc(F)cc2)cc1 (stereo not given)	-0.3	-1.8	-19.1	2.8	0.4	-1.6	-2.4	-4.4	14.3
COc1cc(CC(=O)Nc2sccc2C(N)=O)cc(OC)c1OC	-3.1	-6.6	-50.4	-0.9	0.0	-0.8	-26.2	14.8[fluorescence artefact?]	-0.2
COc1ccc(/C(O)=C2\C(=O)C(=O)N(CCN3CCOCC3)C2c2ccccc2OC)cc1 (stereo not given)	-0.9	-9.4	-8.7	1.9	-0.1	-16.8	3.2	5.3	0.0
COc1ccc(C(=O)OCC(=O)NC(C)(C)C)cc1[N+](=O)[O-]	-0.1	0.6	9.2	-1.9	6.0	-3.8	-3.3	-1.2	0.1
O=C(CNC(=O)c1ccccc1)Nc1ccsc1C(=O)O	-1.3	-15.8	-9.4	-1.0	1.0	-3.9	-7.5	-7.8	-8.5
COc1ccc(-c2nc(C3CCCCC3)no2)cc1OC	0.5	-3.0	-13.0	-4.7	-0.2	64.2*	-1.8	-6.9	7.1
CCCCCC(=O)NNC(=O)c1ccc(F)cc1	0.1	0.0	11.7	0.5	0.6	12.0	-6.0	-9.2	5.1
O=C(CCNS(=O)(=O)c1ccccc1C(F)(F)F)NCc1ccc2c(c1)OCO2	3.8	-27.0	-0.7	1.4	0.2	-2.2	-2.5	-1.7	4.7
Cc1ccccc1NC(=O)C1CCCN1C(=O)NC1CCCCC1 (stereo not given)	0.9	-3.0	-20.4	-0.5	0.0	5.2	-13.0	-1.1	1.9
CC(C)C(=O)Nc1cc(C(F)(F)F)ccc1N1CCOCC1	4.0	26.1	4.4	0.7	0.0	-2.5	-13.2	-2.6	0.1
CC(=O)c1ccc(N2CCN(C(=O)Cn3c(=S)[nH]c4ncccc4c3=O)CC2)cc1	0.7	2.3	-12.6	-0.7	1.3	-5.7	-7.3	-16.0	26.4
Cc1ccc(C)c(OCCn2cc(/C=C(\C#N)C(=O)NCc3cccs3)c3ccccc32)c1	4.3	1.3	6.2	1.2	-0.1	-14.2	-12.0	nt	1.2
O=[N+]([O-])c1cccc(-c2ccc(/C=N/NC(=S)NCc3ccco3)o2)c1	-2.9	-13.4	12.0	5.5	0.5	-19.2	-6.1	-3.5	18.1
Cc1ccc(NC(=O)CN(C)CC(=O)Nc2ccccc2-c2ccccc2)cc1	-7.6	-2.3	-6.3	-1.9	0.8	-0.4	-13.0	1.2	-1.1
O=C(c1cc2cc(Cl)cc(Cl)c2oc1=O)N1CCOCC1	-34.9	-28.4	-17.7	-5.3	0.4	-8.5	11.1	0.4	-2.9
CCS(=O)(=O)c1ccc(NC(=O)c2ccccc2Cl)c(O)c1	0.2	1.5	-4.6	-1.2	-0.1	-7.9	-6.7	-7.8[fluorescence artefact?]	0.4
N=c1n(CCO)c2ccccc2n1CCOc1ccccc1	2.4	-11.6	-7.6	0.7	0.2	4.9	0.7	-15.4	1.5
CC(C)c1ccc2oc(=O)cc(CN3CCN(c4ccccc4)CC3)c2c1	-0.3	2.7	-6.3	-3.2	-0.3	3.9	-4.7	-7.5	1.1
COc1ccccc1NC(=O)COC(=O)/C=C/c1ccc2c(c1)OCO2	1.4	-17.0	-4.2	nt	1.1	-14.2	6.0	0.9	-9.2
COc1ccc(NC(=O)Cn2nc([N+](=O)[O-])c(Cl)c2C)cc1OC	0.2	-5.9	-11.3	-2.4	1.2	-4.1	-8.5	-6.5	15.7
Cc1cccc(N2C(=O)CC(N3CCOCC3)C2=O)c1 (stereo not given)	4.9	-5.0	-27.5	-0.1	0.5	3.7	-4.1	-3.0[fluorescence artefact?]	-2.1
O=C(CCCN1C(=O)/C(=C/c2ccccc2Cl)SC1=S)Nc1ccccn1	-2.6	nt	-27.3	0.6	3.5	-5.6	-30.9	3.1[fluorescence artefact?]	2.5
O=C(O)C1=C[C@@H](C2CCCCC2)C[C@@H](OCc2ccc(CO)cc2)O1	-6.2	nt	-12.3	-1.1	0.6	-5.1	-5.3	5.9	-6.0
CCN(CC)S(=O)(=O)c1cc(NS(=O)(=O)c2cccc(Cl)c2)ccc1C	1.0	-4.2	7.6	-1.2	1.4	33.6	-5.3	-9.1[fluorescence artefact?]	0.9
Cc1cccc2cc(COC(=O)c3ccco3)c(=O)[nH]c12	-3.5	0.8	-17.5	0.0	0.0	0.2	-6.7	-6.0	0.6
Cc1ccc(OCC(=O)NNC(=O)CCC(=O)NCc2ccccc2)cc1	-4.1	-11.0	1.2	-2.3	0.1	-3.6	-3.1	-5.2[fluorescence artefact?]	-1.1

Screens: PubChem BioAssay, several laboratories
